Source: PubChem (several laboratories)
EP2 mod: EP2 receptor modulators, cAMP readout, primary screen, cell-based, HTRF cAMP, PGE2 stimulation. Prostaglandin E2 receptor EP2 subtype (Homo sapiens), P43116. 260,000 tested, 0.83% active. induction, % at 25 µM. EP2-expressing cells, cAMP HTRF FRET, PGE2 co-stimulation;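 active = compounds whose cAMP rise, as percent of the full-agonist control response, exceeds 60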;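 also: rat C6 glioma line stably carrying human EP2 under a CMV promoter; the protocol text gives 20 µM as final concentration; 100% = response of wells given 1 µM PGE2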
PERK inhibitor: block of dimerizer-induced PERK translation repression, primary screen, PERK inhibitor project, CHO PERK-DD cells, SEAP luminescence, HTS. CHO PERK-DD fusion, SEAP luminescence translation reporter. 220,000 tested, 0.17% active. inhibition, % at 5.6 µM. Eukaryotic translation initiation factor 2-alpha kinase 3 (Homo sapiens), Q9NZJ5. AID 1416, 2008;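 active = inhibition above the mean inhibition of all tested compounds plus 3 SD, set separately per screening campaign, cut at about 2.9% in these data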;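 also: PERK kinase domain activated by AP20187 dimerizer at 100 nM; 0% = DMSO with dimerizer and 100% = rapamycin at 8.4 µM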
Ba/F3 V617F tox: reduced viability of JAK2V617F-dependent Ba/F3 cells, primary screen, JAK2V617F inhibitor project, cell-based, Ba/F3 EpoR-JAK2V617F, luminescence; ATP luminescence; inhibition, % at 5.6 µM; 220,000 tested, 1.1% active; AID 1446, 2008;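 active = inhibition above the campaign mean plus 3 SD over all tested compounds, cut at about 24% in these data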;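 also: cytokine-independent growth of Ba/F3 cells driven by EpoR plus mutant JAK2; 0% = DMSO-treated cells and 100% = JAK inhibitor I control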
S1P4 antagonist: S1P4 receptor antagonists, primary screen, cell-based; S1P4-expressing cells, antagonist mode, reporter read-out; inhibition, % at 4.98 µM; 220,000 tested, 0.26% active; in the data active = inhibition above about 29%;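 also: 0% = wells stimulated with agonist and 100% = vehicle wells without agonist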
Target sequence (O95977 whole entry, looked up): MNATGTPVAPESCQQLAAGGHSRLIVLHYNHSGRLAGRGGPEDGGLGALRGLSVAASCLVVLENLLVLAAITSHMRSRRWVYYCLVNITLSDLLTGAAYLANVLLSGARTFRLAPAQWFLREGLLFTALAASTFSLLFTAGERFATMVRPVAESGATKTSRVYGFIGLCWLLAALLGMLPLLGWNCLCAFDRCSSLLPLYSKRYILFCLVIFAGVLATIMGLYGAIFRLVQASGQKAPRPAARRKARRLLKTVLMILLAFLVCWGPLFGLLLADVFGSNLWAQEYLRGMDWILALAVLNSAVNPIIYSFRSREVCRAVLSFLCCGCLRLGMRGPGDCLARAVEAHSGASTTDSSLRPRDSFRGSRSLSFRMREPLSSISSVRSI
BaF3 tox: parental Ba/F3 cell viability inhibition, counter-screen for JAK2V617F inhibitor project, murine pro-B, CellTiter-Glo luminescence; 220,000 tested, 1.1% active; AID 1486, 2009; CellTiter-Glo ATP luminescence; inhibition, % at 5.6 µM;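 active = inhibition above a per-campaign cutoff, the mean inhibition of all tested compounds plus 3 SD, cut at about 27% in these data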;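 also: 0% = DMSO wells and 100% = JAK Inhibitor I control wells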
TRPML3 ag: human TRPML3 channel agonists, primary screen, cell-based, HEK293 TRPML3-YFP, Fluo-8 calcium fluorescence, 3 µM. 220,000 tested, 0.29% active. activation, % at 3 µM. Mucolipin-3 (Homo sapiens), Q8TDD5. 100% = the carbachol control signal;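 active = activation above its plate's cutoff, the mean activation of the plate's test wells plus 3 SD, cut at about 12% in these data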;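 also: 0% = DMSO only wells and 100% = carbachol wells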
Target sequence (Q8TDD5 whole entry, looked up): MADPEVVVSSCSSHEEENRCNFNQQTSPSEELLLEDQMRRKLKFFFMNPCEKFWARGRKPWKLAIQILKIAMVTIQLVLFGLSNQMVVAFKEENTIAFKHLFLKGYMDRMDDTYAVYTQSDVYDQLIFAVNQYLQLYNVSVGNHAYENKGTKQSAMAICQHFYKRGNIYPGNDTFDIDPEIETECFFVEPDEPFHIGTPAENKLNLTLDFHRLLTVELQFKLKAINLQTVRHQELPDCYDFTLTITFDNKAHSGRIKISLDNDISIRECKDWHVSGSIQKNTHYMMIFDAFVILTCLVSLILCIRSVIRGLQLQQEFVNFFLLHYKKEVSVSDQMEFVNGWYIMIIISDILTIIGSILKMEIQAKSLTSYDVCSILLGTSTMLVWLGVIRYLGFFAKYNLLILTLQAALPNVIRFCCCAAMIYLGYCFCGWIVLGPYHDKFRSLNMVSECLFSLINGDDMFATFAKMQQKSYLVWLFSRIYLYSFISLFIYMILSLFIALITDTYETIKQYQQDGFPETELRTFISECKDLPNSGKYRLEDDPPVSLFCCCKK
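Test system: TRPML3-YFP stable HEK293 cells. Doses: single point at 3 µM. Incubation: dye loading 1 h 37 °C then 30 min ambient, 125 s read. Signal: Fluo-8 calcium dye fluorescence, ex 470-495, em 515-575 nm. Measure: percent activation from peak-to-basal fluorescence ratio, scaled between DMSO and carbachol.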
TRPN1 ag: zebrafish TRPN1 channel agonists, primary screen, cell-based, HEK293, calcium fluorescence | transient receptor potential cation channel N1 (TRPN1/NompC), Danio rerio | HEK293 zebrafish TRPN1-YFP, Fluo-8 calcium fluorescence; 100% = response to 87 µM carbachol | activation, % at 3 µM | 220,000 tested, 0.18% active;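 active = activation above its plate's cutoff, the mean activation of test wells on that plate plus 3 SD, cut at about 19% in these data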;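 also: 0% = DMSO alone and 100% = 87 µM carbachol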
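Control set: carbachol 87 µM as high control, DMSO as low control; system: HEK293 stable line with zebrafish TRPN1-YFP; read-out: % activation versus carbachol response; detection: intracellular calcium fluorescence with Fluo-8; doses: single test compound dose, 3 µM nominal, 0.3% DMSO; schedule: dye 1 h 37 °C plus 30 min RT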
S1P4 agonist: S1P4 receptor agonists, primary screen, cell-based. Sphingosine 1-phosphate receptor 4 (Homo sapiens), O95977. S1P4-expressing cell line, agonist reporter assay. activation, % at 4.98 µM. 220,000 tested, 0.35% active; in the data active = activation above about 11%;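 also: 0% = DMSO vehicle and 100% = reference agonist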
m-calpain inh: inhibitors of pig calpain II, primary screen, biochemical, fluorogenic peptide substrate, 1536-well; purified calpain II, 30 min; inhibition, % at 16 µM; 220,000 tested, 0.37% active; AID 1236, 2008;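 active = inhibition above about 50%, limit read from the data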
The depositor's hits bear a star.

SMILES	EP2 mod	PERK inhibitor	Ba/F3 V617F tox	S1P4 antagonist	BaF3 tox	TRPML3 ag	TRPN1 ag	S1P4 agonist	m-calpain inh
CC1CCN(S(=O)(=O)c2ccc3[nH]cc(C(=O)NCCN4CCOCC4)c(=O)c3c2)CC1	4	0.1	-1	-9	3	0.2	1.9	1.7	-2
CCN(CC)S(=O)(=O)c1ccc(NC(=O)COC(=O)c2ccc(Br)o2)cc1	16	-0.5	-2	-7	5	0.7	0.7	-0.4	28
COC(=O)CC1NCCc2cc(OC)c(OC)cc21 (centres undefined)	25	0.7	-1	0	7	0.8	0.3	1.4	-19
Cc1[nH]nc(-c2ccc(OCc3cnn(-c4ccccc4)c3)cc2O)c1Oc1ccccc1F	-6	0.5	-3	-7	2	0.6	-1.6	0.6	-45
NC(=S)N/N=C/c1ccc(/C=N/NC(N)=S)cc1	-1	3.5*	-2	-12	-4	0.7	0.5	-0.3	-22
CN(C)C(=O)CS(=O)(=O)c1ccc(Cl)cc1	6	0.8	3	3	-2	0.3	0.7	1.9	16
Cc1ccc(S(=O)(=O)Oc2ccc(C3C4=C(CCCC4=O)N(CCC(=O)O)C4=C3C(=O)CCC4)cc2Cl)cc1	23	1.6	1	-22	2	1.0	-0.2	2.2	-485
O=C(Nc1cc(Cl)cc(Cl)c1)N1CCCC1	0	-0.3	-4	-2	7	0.7	-0.9	-0.9	-6
O=C(NCc1ccco1)c1ccc(Cn2c(=O)c3ccccc3n(Cc3ccc(Cl)cc3)c2=O)cc1	21	-1.2	1	5	2	0.8	-0.1	-0.6	-93
CCn1c(-c2sc(-c3ccccc3)nc2C)n[nH]c1=S	-13	-1.0	5	-1	1	-0.9	-0.8	1.1	-14
O=C(Nn1nnnc1Nc1ccccc1)C12CC3CC(CC(C3)C1)C2	20	-0.6	2	-5	3	0.9	1.0	0.4	8
Cc1c(/C(O)=C2\C(=O)C(=O)N(CCN(C)C)C2c2cccs2)cnn1-c1ccccc1 (centres undefined)	4	0.0	2	-19	3	0.6	0.9	0.1	27
O=C(Nc1ccccc1)N1CCC(=S)Nc2ccccc21	-4	1.3	4	1	7	0.0	1.0	-0.5	21
NC(=O)COC(=O)c1cc(-c2ccco2)nc2ccccc12	-18	1.0	-2	8	0	1.1	1.3	-1.8	-338
CSc1nc(C)c(Cl)c(C)c1C#N	6	0.5	1	-23	6	0.0	1.2	1.4	-7
CCCCCCCCSc1nnc(CSc2nc3nc(C)cc(C)n3n2)o1	12	0.5	-1	-6	2	0.2	-1.0	0.4	-3
O=C(Nc1ccc(Br)cc1)N1CCCCC1	-29	-1.1	1	-11	3	0.6	2.7	3.9	0
O=C(OCC(=O)N1CCN(C(=O)c2ccco2)CC1)c1cc(-c2ccccc2)nc2ccccc12	-14	-1.2	-5	-5	0	-0.3	2.2	-1.4	-48
CCN(CC)CCCn1c(=S)[nH]c2cc(Cl)ccc2c1=O	35	-0.3	2	-7	4	0.3	1.5	-1.2	2
N#CCCN(Cc1cccnc1)C(=S)NCc1ccco1	4	-0.2	6	-14	2	0.3	0.9	-0.1	32
CCC(=O)NC(=S)Nc1ccc(NC(=O)c2ccc([N+](=O)[O-])cc2)cc1	-8	0.7	0	-10	5	1.0	2.3	0.5	-14
Nc1nn2cc(-c3ccc(Br)cc3)nc2c2ccccc12	-61	-0.9	3	25	7	-0.1	-1.5	-1.8	-270
COCCCN(C(=O)c1cc2c(s1)CCC2)c1c(N)n(Cc2ccccc2)c(=O)[nH]c1=O	14	0.1	3	-28	11	-0.5	0.8	-0.7	-73
O=C(CSc1nnc(-c2ccncc2)n1Cc1ccco1)Nc1ccccc1Cl	7	-0.8	-2	-12	3	-1.1	-0.9	0.6	-15
Cc1ccc(-c2csc(/C(C#N)=C/Nc3ccccc3SC(F)(F)F)n2)cc1	3	0.1	-4	6	0	-0.2	-0.6	-3.8	35
O=C(NC1CCSC1=O)c1ccc(Oc2ccc(F)cc2)nc1 (centres undefined)	-2	0.6	-2	1	2	0.2	0.3	-3.5	2
COc1ccc(-c2c(C)oc3cc(O)cc(O)c3c2=O)cc1OC	2	1.8	-2	1	5	0.9	0.7	2.0	-19
CCOC(=O)c1c(C)n(CC(COC(C)=O)OC(C)=O)c2ccc(OC(C)=O)cc12 (centres undefined)	-6	-0.2	-1	-2	-2	0.8	0.2	1.4	-7
COc1ccc(Cl)cc1NC(=S)NCc1cccs1	-60	1.4	-2	4	1	0.1	-1.0	1.5	-11
CC(C(=O)N1CCOCC1)N1C(=O)C2C3CC(C(Br)C3Br)C2C1=O (centres undefined)	0	0.3	-1	-9	5	0.8	2.0	2.8	15
COc1ccc(NC(=O)C(C)NS(=O)(=O)c2ccc(NC(C)=O)cc2)cc1Cl (centres undefined)	-9	0.5	-3	-8	4	0.2	-2.0	0.3	6
COc1ccc(OCC(=O)NNC(=O)c2cccc(O)c2)cc1	-1	2.2	-2	-5	7	1.5	1.2	0.4	1
CN(C(=O)c1ccc(OC2CCN(C(=O)c3cccnc3)CC2)cc1)C1CCCCC1	-10	-0.2	2	-1	11	1.8	5.3	1.5	18
O=C(NCc1ccncc1)c1ccc(Br)cc1	0	0.6	1	0	6	0.3	-0.7	2.1	23
O=C(CSc1nc2ccc(N3CCOCC3)cc2c(=O)n1CCc1ccccc1)NCC1CCCO1 (centres undefined)	-24	1.3	3	1	5	1.1	2.5	0.5	-273
O=C(CNC(=O)c1ccc(Cl)cc1Cl)NCCCn1ccnc1	3	0.8	0	20	4	1.2	-0.3	-1.5	7
O=C(/C=C/c1ccc([N+](=O)[O-])cc1)N1CCN(S(=O)(=O)c2cccs2)CC1	-33	1.3	-4	-8	-6	0.7	1.4	0.8	10
CCCOc1ccc(-c2nnc(-c3cccs3)o2)cc1	28	0.7	-4	-13	4	0.3	-0.1	-0.6	-53
CC(=O)Nc1ccc2nc(NC(=O)c3cccnc3)sc2c1	2	0.5	1	-8	9	1.2	3.0	0.8	-9
O=C(c1ccc(Oc2ccccc2)cc1)c1nc2c(n1O)CCCC2	2	-0.1	0	1	0	-0.4	-0.9	-2.8	75*
C=CCNC(=O)C1CC(=O)N(c2ccc(OCC(=O)NCc3ccccc3)cc2)C1 (centres undefined)	-18	0.5	6	-26	10	1.2	-0.5	-0.4	21
COc1ccc(CC(=O)NCc2n[nH]c(=S)n2-c2ccccc2OC)cc1	-10	0.2	-2	-10	-2	-0.1	0.1	0.4	-19
CC(=O)Cc1nsc(NC(=O)c2ccc(-c3cc(C(F)(F)F)ccc3Cl)o2)n1	38	0.7	4	-13	8	0.3	0.5	0.7	15
COc1ccc(Cc2noc(CN3CCCC(C(=O)c4cccs4)C3)n2)cc1OC (centres undefined)	4	2.0	-2	0	1	2.2	2.7	-0.4	-3
O=C(O)CC(C(=O)O)N1C(=O)/C(=C/C=C/c2ccco2)SC1=S (centres undefined)	17	2.1	-4	4	-1	1.4	0.2	1.6	9
COC(=O)NC(C)N1C(=O)C2C3C=CC(C3)C2C1=O (centres undefined)	-17	0.7	4	-1	5	0.6	1.3	0.4	26
O=C(NCc1cccc(C(F)(F)F)c1)C1CC(c2ccccc2[N+](=O)[O-])=NO1 (centres undefined)	-14	0.8	-3	-24	3	-0.1	-0.9	-1.9	2
Cc1ccccc1C(O)c1ccncc1 (centres undefined)	10	1.5	-1	4	5	0.0	0.3	-2.3	-4

Some entries already given, limited to S1P4 agonist and TRPN1 ag.
canonical_smiles	S1P4 agonist	TRPN1 ag
O=C(O)CC(C(=O)O)N1C(=O)/C(=C/C=C/c2ccco2)SC1=S (centres undefined)	1.6	0.2
COC(=O)NC(C)N1C(=O)C2C3C=CC(C3)C2C1=O (centres undefined)	0.4	1.3
O=C(NCc1cccc(C(F)(F)F)c1)C1CC(c2ccccc2[N+](=O)[O-])=NO1 (centres undefined)	-1.9	-0.9
Cc1ccccc1C(O)c1ccncc1 (centres undefined)	-2.3	0.3

The listing picks up, repeating the 4 entries before the break.
SMILES	EP2 mod	PERK inhibitor	Ba/F3 V617F tox	S1P4 antagonist	BaF3 tox	TRPML3 ag	TRPN1 ag	S1P4 agonist	m-calpain inh
O=C(O)CC(C(=O)O)N1C(=O)/C(=C/C=C/c2ccco2)SC1=S (centres undefined)	17	2.1	-4	4	-1	1.4	0.2	1.6	9
COC(=O)NC(C)N1C(=O)C2C3C=CC(C3)C2C1=O (centres undefined)	-17	0.7	4	-1	5	0.6	1.3	0.4	26
O=C(NCc1cccc(C(F)(F)F)c1)C1CC(c2ccccc2[N+](=O)[O-])=NO1 (centres undefined)	-14	0.8	-3	-24	3	-0.1	-0.9	-1.9	2
Cc1ccccc1C(O)c1ccncc1 (centres undefined)	10	1.5	-1	4	5	0.0	0.3	-2.3	-4
COc1ccc(C)cc1NC(=O)C(OC(=O)c1ccc([N+](=O)[O-])o1)c1ccccc1 (centres undefined)	13	0.4	1	-21	7	0.0	-1.4	0.5	-25
CCOc1cc(C(=O)OCC(=O)Nc2c(C)cccc2C)ccc1OCC(=O)N1CCOCC1	8	0.6	-3	-2	7	0.9	-0.1	1.4	-6
CCn1cc(C(=O)N2CCN(c3cccc(Cl)c3)CC2)c2cc(OC)c(OC)cc2c1=O	-42	-0.7	-4	-6	5	-0.9	-1.1	0.0	-8
Cc1cc(SCC(=O)NC(=O)NCc2ccco2)nc2c(C)cccc12	23	-0.6	3	-9	4	0.7	-0.5	0.3	-28
CSC(=S)N/N=C(\C)c1ccccc1	23	0.8	-2	2	2	0.9	0.1	-0.3	1
CCOC(=O)C(/C=N/c1cc(C)nn1-c1ccccc1)=C(\C)O	-4	-0.5	1	13	4	0.8	1.1	-1.7	34
COc1ccc2cc(C)c3nnc(SCC(=O)Nc4nc(-c5ccc(F)cc5)cs4)n3c2c1	-10	0.7	-2	-21	3	0.5	0.6	0.4	-119
COc1ccccc1C(c1nnnn1CCc1ccccc1)N1CCCCCC1 (centres undefined)	33	-0.6	4	4	5	0.8	-3.6	-1.9	45
CCOc1ccc2ccccc2c1C(=O)N1CCOCC1	19	0.8	-5	6	1	0.2	0.5	1.1	-39
